High-throughput results (PubChem BioAssay)
SARS 3CLpro inh – SARS-CoV 3CLpro protease inhibitors, primary screen, biochemical, quenched FRET. recombinant SARS-CoV 3CLpro, quenched FRET peptide cleavage. inhibition, % at 6 µM. Replicase polyprotein 1ab (Severe acute respiratory syndrome coronavirus), P0C6X7. AID 1706, 2009. 0.14% of 290,000 active; in the data active = inhibition above about 12%
Anthrax LF inh2 – Bacillus anthracis LF protease inhibitors, primary screen, biochemical, multiplex microsphere, MLPCN library. Lethal factor (Bacillus anthracis), P15917. multiplex microsphere protease cleavage assay. inhibition, % at 10 µM. 0.12% of 360,000 active. AID 588501, 2011; also: plate controls were buffer without enzyme for full effect and enzyme alone for no effect
CCHF vOTU inh – CCHFV vOTU protease inhibitors, primary screen, biochemical, Pep-AMC substrate, fluorescence; Crimean-Congo hemorrhagic fever virus L polyprotein viral ovarian tumor (vOTU) protease …; 0.55% of 370,000 active; inhibition, % at 11.5 µM; in the data active = inhibition above about 30%; also: 0% = vehicle wells with enzyme and 100% = no enzyme wells
PrPC surface inh – inhibitors of human cell surface prion protein PrPC, primary screen, cell-based, TR-FRET | Major prion protein (Homo sapiens), P04156 | TR-FRET read-out | inhibition, % at 13.8 µM | 0.43% of 370,000 active; in the data active = inhibition above about 24%; also: 0% = median of the test wells and 100% = reference compound wells
BoNT-F LC inh – BoNT/F light chain protease inhibitors, primary screen, biochemical, flow cytometry, MLPCN library; inhibition, % at 10 µM; Multiplex microsphere protease cleavage assay; Botulinum neurotoxin type F light chain protease (Clostridium botulinum); 0.22% of 360,000 active; in the data active = inhibition above about 35%, passing the limit was not always enough; inconclusive = no clear call, values can overlap the other calls; also: plate controls were buffer without enzyme for full effect and enzyme alone for no effect
MazF activator – activators of E. coli MazEF toxin-antitoxin RNase, primary screen, biochemical, fluorescence, uHTS. 0.32% of 350,000 active. activation, % at 20 µM. FAM/BHQ RNA-DNA oligo cleavage fluorescence, 5 h. Endoribonuclease toxin MazF (Escherichia coli (strain K12)), P0AE70; in the data active = activation above about 50%
Target sequence (P0AE70 whole entry, looked up): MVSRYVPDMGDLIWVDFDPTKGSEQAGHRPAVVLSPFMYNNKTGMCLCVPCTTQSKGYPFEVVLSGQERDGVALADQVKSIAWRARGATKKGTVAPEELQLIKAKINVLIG
BoNT A protease – BoNT/A light chain protease inhibitors, primary screen, biochemical, flow cytometry, MLPCN library; Botulinum neurotoxin type A light chain protease (Clostridium botulinum A str. ATCC 3502); multiplex microsphere protease substrate cleavage; inhibition, % at 10 µM; 0.17% of 360,000 active; also: plate controls were buffer without enzyme for full effect and enzyme alone for no effect
Rv3671c inh – Rv3671c serine protease inhibitors, primary screen, biochemical, fluorescence polarization, M. tuberculosis H37Rv; P9WHR9; 0.048% of 320,000 active; inhibition, % at 5.96 µM; in the data active = inhibition above about 38%;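 also: extracellular domain of Rv3671c used as enzyme; 0% = enzyme with DMSO and 100% = no enzyme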
Target sequence (P9WHR9 whole entry, looked up, the tested form may be a part): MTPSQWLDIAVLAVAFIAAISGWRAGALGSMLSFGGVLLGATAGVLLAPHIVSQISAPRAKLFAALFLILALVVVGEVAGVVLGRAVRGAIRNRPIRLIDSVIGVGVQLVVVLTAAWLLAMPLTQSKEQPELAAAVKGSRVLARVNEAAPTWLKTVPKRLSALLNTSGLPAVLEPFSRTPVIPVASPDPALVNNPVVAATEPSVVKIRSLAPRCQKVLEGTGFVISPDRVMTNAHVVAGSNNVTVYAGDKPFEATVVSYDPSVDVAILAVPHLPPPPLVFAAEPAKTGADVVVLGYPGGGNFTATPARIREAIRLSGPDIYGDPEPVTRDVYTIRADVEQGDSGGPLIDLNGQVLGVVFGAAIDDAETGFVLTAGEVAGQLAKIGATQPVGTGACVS
DUSP3 inh – VHR1 phosphatase inhibitors, primary screen, biochemical, absorbance, uHTS; 0.52% of 290,000 active; recombinant VHR phosphatase, pNPP absorbance; inhibition, % at 13.3 µM; Dual specificity protein phosphatase 3 (Homo sapiens), P51452; AID 1654, 2009; in the data active = inhibition above about 50%; also: some compounds called inactive have numbers as strong as hits
Target sequence (P51452 whole entry, looked up): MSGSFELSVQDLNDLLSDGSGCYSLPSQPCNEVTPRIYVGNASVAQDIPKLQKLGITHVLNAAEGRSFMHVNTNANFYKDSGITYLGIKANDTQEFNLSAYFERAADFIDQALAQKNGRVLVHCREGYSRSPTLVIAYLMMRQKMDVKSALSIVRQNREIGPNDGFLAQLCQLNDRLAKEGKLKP
SSB-PriA inh – inhibitors of Klebsiella pneumoniae PriA binding to SSB C-terminal tail, primary screen, biochemical, AlphaScreen | PriA–SSB C-terminal tail interaction (Klebsiella pneumoniae) | AlphaScreen SSBct-PriA binding, biotinylated peptide | inhibition, % at 33 µM | 0.6% of 430,000 active | AID 1272365, 2023; in the data active = inhibition mostly above about 37%, no sharp cut-off; inactive = mostly below about 20%;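 also: plate controls were negative control peptide for no effect and reference peptide for full effect; strong numbers were not always called active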
* = called active by the depositor; ? = inconclusive; / = not tested or not shown; & = joins results of further samples. Rule as the data show it, unless noted: active = inhibition above about 30%; inconclusive = no clear call, values can overlap the other calls; inactive = below that. Some of the compounds tested; count on the stated rates, not on these rows.

SMILES	SARS 3CLpro inh	Anthrax LF inh2	CCHF vOTU inh	PrPC surface inh	BoNT-F LC inh	MazF activator	BoNT A protease	Rv3671c inh	DUSP3 inh	SSB-PriA inh
COc1ccc(NC(=O)CSc2nc3ccc(OC)cc3[nH]2)cc1	0	-2	9	4	3	2	-0.4	6	15	-4
Cc1c(NC(=O)c2ccc(COc3ccc4ccccc4c3)o2)c(=O)n(-c2ccccc2)n1C	0	0	1	7	-3	5	-0.9	12	-46	-4
COc1ccccc1NC(=O)Cn1nnc(-c2ccccc2NC(=O)c2ccco2)n1	5	-8	-5	-4	-5	-17	1.0	-2	27	4
FC(F)(F)c1ccccc1CN1CCN(C2CCCCCC2)CC1	-1	0	-13	2	-6	-16	-0.2	-4	5	3
CCOc1cccc(-c2nn3c(-c4cc(C)[nH]n4)nnc3s2)c1	-2	0	7	-13	-5	22	0.0	4	-6	-13
O=C(O)CCC(=O)N1CCN(c2ccccn2)CC1	1	2	6	-3	1	8	0.1	1	13	-2
CC(C)c1nnc(NC(=O)CCC(=O)NCc2ccc3c(c2)OCO3)s1	-10	4	-5	5	-4	3	-0.7	-16	10	5
CS(=O)(=O)N(CC(=O)N1CCc2ccccc2C1)c1ccc(Cl)cc1F	-3	-16	1	4	-20	2	-3.2	/	17	6
Cc1cc(C)cc(NC(=O)CN2CCc3ccccc3C2)c1	-1	-5	11	1	-37	-4	-1.9	2	29	-12
COc1ccc(N(C(=O)C(C)C)S(=O)(=O)c2cccc3cccnc23)cc1	9	0	4	5	1	-4	-0.6	-7	0	-1
CC(C(=O)NC1CCCCC1)N(Cc1ccccc1)C(=O)c1snc(C(N)=O)c1N (centres undefined)	1	-2	-25	4	-3	-6	0.8	-6	16	-14
CCC(=O)Nc1cnc(NC(=O)c2cccc(F)c2)cc1C	-3	3	-1	-3	-3	-2	-0.5	0	22	-6
Cc1cc(-c2n[nH]c(=S)n2-c2ccc(F)cc2)nn1C	4	-2	-1	3	-1	8	0.4	-8	-12	-2
CCOC(=O)c1c[nH]n2c(=O)cc(C)nc12	2	-9	-4	9	-15	7	-1.0	11	5	-11
C#CCn1c(=NC(=O)c2cccs2)sc2cccc(OCC)c21	-4	3	2	4	-1	6	0.7	7	2	-7
O=C(CCc1c[nH]c2ccccc12)NCCc1ccccc1	2	-5	-17	9	-6	2	-1.3	-18	22	9
CCOc1ccc(NC2c3ccccc3C(=O)N2c2ccc(Cl)cn2)cc1 (centres undefined)	4	-8	2	6	-11	11	-0.5	-4	18	8
O=C(NC1(C(F)(F)F)N=C2SCCN2C1=O)C1CCCCC1 (centres undefined)	-6	0	7	-2	-24	5	-1.4	-4	-1	-2
COc1ccc(S(=O)(=O)NCC(c2cccnc2)N2CCN(c3ccccc3)CC2)cc1C (centres undefined)	3	5	8	1	-4	0	0.4	-4	28	16
COc1ccc(CCN2C(=O)C3CC(C)=C(C)CC3C2=O)cc1OC (centres undefined)	0	-6	-8	-4	-1	-2	-0.2	2	-18	-3&-3
Cc1c(C(=O)O)sc2c1c(=O)n(Cc1ccccc1)c(=O)n2C	-4	-7	-2	7	-15	8	-1.4	-9	12	4
COc1ccc(C2c3c(ncn(CCCO)c3=N)Oc3ccc4ccccc4c32)cc1 (centres undefined)	-3	5	-10	0	5	28	-3.1	-36	-4	7
CCc1ccc(NC(=O)CSc2nc3ccccc3nc2N2CCCCC2)cc1	-2	2	11	4	6	-12	6.8	-8	33	-14
O=C(Nc1ccc(C(=O)O)cc1)/C(=C\c1cccc([N+](=O)[O-])c1)NC(=O)c1ccc(Br)o1	2	1	-8	-11	-2	-9	0.2	9	-5	-7
Cc1cccc(NC(=O)c2cccc3c2C(=O)c2ccccc2-3)c1	1	0	4	-4	0	2	-0.2	3	27	-2
CC(C(=O)Nc1nnc(C2CC2)s1)N1C(=O)C2CC=CCC2C1=O (centres undefined)	/	0	18	8	-1	-4	-0.8	-4	/	-14
CCOc1ccc(N2C(=O)CC(N3CCC(O)(c4ccc(Br)cc4)CC3)C2=O)cc1 (centres undefined)	3	-1	2	12	4	-3	-0.3	-4	25	-1
Cc1ccccc1OCC(=O)Nc1ccc(C)c(S(=O)(=O)N2CCCCCC2)c1	/	-2	3	3	0	-5	-0.7	-21	/	0
COc1ccc(-c2cnnn2-c2ccc(NC(=O)c3ccc(S(=O)(=O)N4CCCCC4)cc3)cc2)cc1OC	3	-3	4	32*	-3	-6	0.2	-98	0	-3&-10
CC(=O)[C@@]1(O)[C@H](C)CC2C3CC=C4CC(OP(=O)(O)O)CC[C@]4(C)C3CC[C@@]21C (some centres undefined)	-2	-6	-9	10	-2	1	-0.9	-3	10	-1

Random excerpt: 2 entries already listed, in no set order.
SMILES	SARS 3CLpro inh	Anthrax LF inh2	CCHF vOTU inh	PrPC surface inh	BoNT-F LC inh	MazF activator	BoNT A protease	Rv3671c inh	DUSP3 inh	SSB-PriA inh
COc1ccc(S(=O)(=O)NCC(c2cccnc2)N2CCN(c3ccccc3)CC2)cc1C (centres undefined)	3	5	8	1	-4	0	0.4	-4	28	16
CCOc1ccc(NC2c3ccccc3C(=O)N2c2ccc(Cl)cn2)cc1 (centres undefined)	4	-8	2	6	-11	11	-0.5	-4	18	8

Copied from the list:
O=C(Nc1ccc(C(=O)O)cc1)/C(=C\c1cccc([N+](=O)[O-])c1)NC(=O)c1ccc(Br)o1 – Anthrax LF inh2: 1
Cc1cccc(NC(=O)c2cccc3c2C(=O)c2ccccc2-3)c1 – Rv3671c inh: 3
Cc1c(C(=O)O)sc2c1c(=O)n(Cc1ccccc1)c(=O)n2C – Rv3671c inh: -9
Cc1ccccc1OCC(=O)Nc1ccc(C)c(S(=O)(=O)N2CCCCCC2)c1 – Anthrax LF inh2: -2
COc1ccc(-c2cnnn2-c2ccc(NC(=O)c3ccc(S(=O)(=O)N4CCCCC4)cc3)cc2)cc1OC – BoNT A protease: 0.2

More compounds.
SMILES	SARS 3CLpro inh	Anthrax LF inh2	CCHF vOTU inh	PrPC surface inh	BoNT-F LC inh	MazF activator	BoNT A protease	Rv3671c inh	DUSP3 inh	SSB-PriA inh
Brc1ccc(-c2c[n+]3c(n2-c2ccccc2)SCC3)cc1	2	?	9	4	-27	-2	-0.7	5	27	4
C(=C\c1nc(N2CCCCCC2)c2ccccc2n1)/c1ccccc1	2	-2	-11	-6	-3	-19	0.4	-4	13	-58
O=C(NC(Cc1c[nH]c2ccccc12)C(=O)O)c1ccc2c(c1)OCO2 (centres undefined)	0	7	-10	-3	-10	12	-1.7	6	2	-1
COc1ccc(-c2noc(CCC(=O)N3CCN(c4cccc(F)c4)CC3)n2)cc1	/	-3	0	8	-3	3	0.1	/	/	-5
Cc1nnc2n(c1=O)N=C(c1ccc(Cl)cc1)CS2	8	0	11	-7	-2	13	1.3	9	30	-17
COc1ccc(CCC(=O)N(C)CC(=O)Nc2cc(C)ccc2C)cc1	1	-2	-7	2	-4	4	-0.1	5	-6	-14
O=C(O)C1CCCN(S(=O)(=O)c2cccs2)C1 (centres undefined)	-3	-1	0	0	11	6	0.5	-13	18	2
COc1ccc(C(=O)COC(=O)c2ccco2)cc1	0	-2	5	3	9	12	0.2	4	4	-12
Cc1ccccc1C(=O)N1CCN=C1SCc1ccc([N+](=O)[O-])cc1	3	-3	1	-4	-1	5	0.0	-2	41	10
COc1cccc(C(=O)NOCc2ccc(C)cc2)c1OC	/	-14	2	2	-9	2	-1.6	-3	/	-6
O=C(Nc1ccc(F)cc1)Nc1ccc2c(c1)CCC2	7	-1	-5	11	-3	-6	-0.7	-1	11	4
CCOC(=O)C1CCCN(CC(O)COc2ccc(OC)cc2C(C)(C)C)C1 (centres undefined)	1	7	11	-10	-1	7	-0.1	5	15	12
CCCOC(=O)C(C)Sc1n[nH]c(=O)[nH]c1=O (centres undefined)	-2	2	8	5	2	-7	0.1	-2	16	-8
CC1CC(C)(C)CC2(C1)NC(=O)N(CC(=O)Nc1nccs1)C2=O (centres undefined)	/	-3	-3	-2	-11	10	-2.5	-1	/	0
O=C(NP(=O)(N1CCOCC1)N1CCOCC1)C1=C(N2CCOCC2)/C(=C\c2ccccc2)CC1	-4	-3	-6	-1	-4	16	0.3	0	9	-5
COc1ccccc1C(=O)C1CCCN(C(=O)CCn2cnnn2)C1 (centres undefined)	1	-2	-16	-1	-3	1	-0.8	5	16	1
CCN(CC)C(=O)Oc1cc2c(-c3cc4cccc(OC)c4o3)cc(=O)oc2cc1C	2	1	-8	0	-3	-3	2.9	-5	15	2
NS(=O)(=O)c1cccc(NC(=O)COC(=O)CCC2CCCC2)c1	/	-1	-6	10	0	4	-0.4	4	/	-11
COC(=O)C1(C(F)(F)F)N=C(N(C)C)OC(N(C)C)=N1	-3	2	10	-3	8	8	0.8	-8	18	-8
CC(C)n1c2ccccc2c2nnc(SCC(=O)OCN3C(=O)c4ccccc4C3=O)nc21	1	-5	-8	-4	0	-11	0.6	-8	20	2
NC(=O)C1CCN(C(=O)c2ccc(CS(=O)(=O)c3c(Cl)cccc3Cl)o2)CC1	-3	5	0	0	-4	8	-0.1	-8	29	-14
COc1ccccc1C(=O)NCCSCc1c(F)cccc1Cl	0	4	-7	2	?	-1	-0.7	-3	23	-7
O=C1c2ccccc2C(=O)N1CCC(c1ccccc1)c1ccco1 (centres undefined)	11	-2	13	-12	2	-3	-0.4	9	6	-38
FC(F)(F)c1ccccc1/C=N/N1CCN(Cc2ccccc2)CC1	6	-2	15	-6	4	-3	-1.1	-4	8	/
COCCN(C(=O)COC(=O)c1cc2c(s1)CCCC2)c1c(N)n(Cc2ccccc2)c(=O)[nH]c1=O	/	-2	1	-2	-9	-4	-1.8	0	/	-13
CC(=O)NC1=NN(C(C)=O)C(c2cccc([N+](=O)[O-])c2)S1 (centres undefined)	1	1	-5	-16	-3	3	-0.4	-15	4	-16
Cc1ccc(O)c(N=CC2=C(O)c3ccccc3C2=O)c1	1	-2	31*	15	-14	8	1.4	-15	36	28
Cc1cccc(-c2cc(N3CCCN(C)CC3)n3nccc3n2)c1	/	-109	-31	-4	-141	/	6.9	/	/	/
CC1CCCC(C)N1C(=O)CSc1nc(N)c(-c2ccccc2)c(=O)[nH]1 (centres undefined)	5	0	-14	-2	-11	0	-1.3	6	4	1
Cn1c(=O)[nH]c(=O)c2c1nc(SCC(=O)O)n2CCOc1ccccc1	1	-16	3	6	-25	9	-6.4	3	13	15
COc1ccc(CC(=O)Nc2cc(S(=O)(=O)N3CCOCC3)ccc2N2CCOCC2)cc1OC	/	-7	-3	-3	2	-14	2.4	/	/	-21
O=C(COc1ccc(-n2cnnn2)cc1)Nc1ccc(F)c(F)c1	/	1	-16	10	2	7	-0.1	10	/	-6
CCCCNC(=O)C1=C(N)C(C(=O)Nc2ccc(C)c(S(=O)(=O)N3CCCCC3)c2)SC1=Nc1ccc(C)cc1C (centres undefined)	6	-11	21	5	-9	-9	-0.7	-39	-2	-6
CCn1c(=O)cc(OCC(=O)NCCCN2CCN(c3cccc(Cl)c3)CC2)c2ccccc21	-5	-2	-4	-8	-1	-2	?	-7	25	8
CC1=C(C(=O)OCC2CCCO2)C(c2ccccc2)C2=C(CC(C)(C)CC2=O)N1 (centres undefined)	2	-2	-22	-11	-7	11	-0.4	10	8	-17
O=C1CCCCCCCCCC/C(=N\O)CCCO1	/	0	-2	0	-7	0	-0.5	-5	/	/
